Compound activity from PubChem.
NPSR antag = neuropeptide S receptor (human) antagonism, cAMP; 1% of 220,000 active; CHO-NPSR cells, cAMP TR-FRET, antagonist mode; Q6W5P4; Potency, µM (doses to about 38.3 µM), inactives show at the top dose activity change, negative = inhibition, actives largely listed as inhibitors; further: potency means the concentration at half of the fitted maximal effect; on the % scale 0 is the no-effect control and ±100 the full control effect; nearly all actives have a fitted effect of over 50% in size; many of its hits are not listed in these tables
LMNA splice mod = changes lamin A minigene splicing in HeLa cells. Potency, µM (highest dose often 46.1 µM), inactives show top-dose ratio change, negative = inhibition, actives largely listed as inhibitors. 0.01% of 200,000 active. HeLa LMNA splicing GFP/RFP minigene ratio, 48 h. AID 1487; active means well fitted inhibition curve with a large enough effect in the signal ratio, with a control signal flat, not every such curve was filed as active; inconclusive means small, poorly fitted or top-dose-only effect, or effect the other way, or a change in a side signal; the % refers to the signal ratio; further: potency means the concentration at half of the fitted maximal effect; on the % scale 0 is the no-effect control and ±100 the full control effect
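S3 HeLa cells stably expressing lamin A-EGFP splicing minigene plus DsRed2, 600 cells/well, 48 h compound exposure at 37C. Laser-scanning cytometry; analysed as GFP (500-530 nm)/RFP (575-640 nm) total intensity ratio; 0.5% DMSO vehicle.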
GLA spleen mod = inhibitors or activators of human alpha-galactosidase in spleen homogenate; P06280; human spleen homogenate, 4MU-alpha-Gal fluorescence, 40 min; Potency, µM (highest dose often 80 µM), without a hit: at the highest dose activity change, negative = inhibition, actives largely listed as inhibitors; 0.008% of 240,000 active; AID 2107;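 further: potency means the concentration at half of the fitted maximal effect; 0% = enzyme with vehicle and -100% = no enzyme basal signal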
Target sequence (P06280 32-429 limits assumed): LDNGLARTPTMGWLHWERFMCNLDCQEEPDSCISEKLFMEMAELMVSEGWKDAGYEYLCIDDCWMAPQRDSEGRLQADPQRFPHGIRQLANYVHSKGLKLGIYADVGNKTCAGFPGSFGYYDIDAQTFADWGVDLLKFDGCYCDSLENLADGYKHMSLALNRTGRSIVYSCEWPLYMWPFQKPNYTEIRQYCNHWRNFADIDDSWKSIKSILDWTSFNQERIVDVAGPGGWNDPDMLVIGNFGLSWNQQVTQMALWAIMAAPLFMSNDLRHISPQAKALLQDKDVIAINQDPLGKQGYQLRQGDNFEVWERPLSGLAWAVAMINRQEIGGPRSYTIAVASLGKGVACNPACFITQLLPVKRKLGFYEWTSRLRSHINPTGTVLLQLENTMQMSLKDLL
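Human spleen homogenate (1 ug) was the enzyme source, with 4-methylumbelliferyl-alpha-D-galactopyranoside (1 mM final) in pH 5.0 citrate buffer with 0.01% Tween-20. Compounds were titrated; after 40 min at 37C, NaOH/glycine stop, 4-MU fluorescence read; AC50 from Hill fits.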
Epigenetic derep = derepresses silenced GFP reporter in murine cells. murine LDR cells, GFP reporter derepression, 30 h. Potency, µM (series often up to 53.9 µM), for the others: top-dose GFP activation, actives largely listed as activators. 0.2% of 280,000 active. AID 1865; further: potency means the concentration at half of the fitted maximal effect; % of control where 0% means no effect; nearly all actives have a fitted effect of over 60% in size
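Derepression of a silenced CMV-GFP reporter in murine LDR cells is scored by enumerating GFP-positive cells with a laser-scanning microplate cytometer after 30 hours of treatment at 37 C.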
KinaseGlo FLuc = Kinase-Glo luciferase inhibition (counter-screen); Q27757; Kinase-Glo luciferase, ATP luminescence, 8 min; Potency, µM (highest dose often 38.3 µM), without a hit: at the top dose activity change, negative = inhibition, actives largely listed as inhibitors; 0.28% of 200,000 active; AID 1379; further: potency means the concentration at half of the fitted maximal effect; on the % scale 0 is the no-effect control and ±100 the full control effect; nearly all actives have a fitted effect of over 60% in size
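Luminescence was the read-out, taken after 8-minute incubation at ambient temperature. Luciferase turned over luciferin with 10 uM ATP in imidazole pH 7.2 buffer containing KCl, MgCl2, Tween 20 and BSA.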
CBFb RUNX1 block = blocks binding between human CBF-beta and RUNX1 | Potency, µM (top dose mostly 59.8 µM), without a hit: at the highest dose activity, negative = inhibition, actives largely listed as inhibitors | AlphaScreen CBFb-His/RUNX1-biotin binding, biochemical | Q01196+Q13951 | 230,000 tested, under 10 active; further: % of control where 0% means no effect
Target sequence (Q01196 whole entry, looked up): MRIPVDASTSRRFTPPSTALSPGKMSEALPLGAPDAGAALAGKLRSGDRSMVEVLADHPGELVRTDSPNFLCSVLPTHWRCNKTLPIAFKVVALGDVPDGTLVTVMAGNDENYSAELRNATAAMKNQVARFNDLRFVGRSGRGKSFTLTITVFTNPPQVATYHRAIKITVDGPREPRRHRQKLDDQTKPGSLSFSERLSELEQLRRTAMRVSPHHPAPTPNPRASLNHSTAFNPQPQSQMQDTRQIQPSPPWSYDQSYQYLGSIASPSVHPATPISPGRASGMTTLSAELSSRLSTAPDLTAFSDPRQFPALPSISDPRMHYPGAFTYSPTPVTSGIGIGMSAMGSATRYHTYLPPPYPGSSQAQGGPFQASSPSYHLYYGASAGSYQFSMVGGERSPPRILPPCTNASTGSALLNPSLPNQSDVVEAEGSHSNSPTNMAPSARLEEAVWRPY
Target sequence (Q13951 whole entry, looked up): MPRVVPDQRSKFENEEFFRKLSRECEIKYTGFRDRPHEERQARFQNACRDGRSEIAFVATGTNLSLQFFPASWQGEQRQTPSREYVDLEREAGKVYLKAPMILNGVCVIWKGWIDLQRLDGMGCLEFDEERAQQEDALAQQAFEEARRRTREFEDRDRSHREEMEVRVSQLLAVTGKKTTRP
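CBF-beta (His) and RUNX1 (biotin), 30 nM each; 20 min preassociation; + compound, 15 min; + beads 50 ng each (Ni, streptavidin), 90 min; RT; AlphaScreen read.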
IMPase Li inh = cell-permeable IMPase inhibitors with lithium potentiation; AID 1457; CHO-M1 cells, IP1 TR-FRET (IP-One), carbachol + lithium; 0.35% of 210,000 active; Potency, µM (highest dose often 59.4 µM), for the others: top-dose activity, negative = IMPase inhibition, usual class: inhibitors;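 further: IP1 builds up when IMPase is blocked and the TR-FRET signal falls; potency means the concentration at half of the fitted maximal effect; plate controls were basal vehicle for no effect and high inhibitor control for full effect; nearly all actives have a fitted effect of over 50% in size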
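Concentration–response in CHO-M1 cells, lithium-potentiated; 30 min at 37C. IP1 detected by competitive TR-FRET after 10 min lysis at RT. Hill-fitted AC50.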
* = called active by the depositor; ? = inconclusive; / = not tested or not shown; [ ] = dose if it differs, or a comment. Unless noted, the call rests on the fitted dose curve; in most records, active means well fitted curve in the direction sought with a large enough effect; inconclusive means small, poorly fitted or top-dose-only effect, or another doubt; inactive means no such curve, though single readings can be large; an effect the other way counts as inactive or inconclusive.

SMILES	NPSR antag	LMNA splice mod	GLA spleen mod	Epigenetic derep	KinaseGlo FLuc	CBFb RUNX1 block	IMPase Li inh
Cc1ccc(Cn2c(SCC(=O)N3CC(=O)Nc4ccccc43)nc3ccccc3c2=O)cc1	?	-24.1%	-4.9%	0.9%	/	-3.1%	/
O=[N+]([O-])c1ccccc1S(=O)(=O)N1CCCCC1	12.0%	-4.1%	4.2%	-1.1%	0.3%	-8.7%	-2.1%
Cc1c(Cl)cnc(NC(=O)COC(=O)c2nn(C)c(=O)c3ccccc23)c1Cl	17.6%	-18.1%	6.3%	-1.0%	-5.0%	9.5%	11.3%
Cc1cccc(C(=O)NNc2ncnc3c2cnn3C)c1	8.4%	/	-0.5%	-0.1%	2.8%	-0.3%	-9.9%
CC(C)OC(=O)c1cccnc1SCC(=O)N(C)c1ccccc1	-6.9%[46.1 µM]	3.0%	-1.4%	0.7%	2.2%	0.9%	7.4%[38.3 µM]
COCCCNC(=O)c1cc2cc([N+](=O)[O-])cc(OC)c2oc1=O	10.6%	13.5%[46 µM]	-8.8%	7.6%	3.6%	2.8%	-3.9%
CN(C)c1nc(NCc2ccccc2)nc(N/N=C/c2ccc(Cl)cc2Cl)n1	1.4%[46.1 µM]	3.9%	-7.5%	-0.4%	2.1%	1.6%	7.2%[38.3 µM]
O=c1cc(CS(=O)(=O)c2ccccc2)nc(-c2ccncc2)[nH]1	3.6%	5.2%[46 µM]	-0.9%	-1.4%	-1.5%	-6.9%	2.7%
CNC(=O)COc1cccc(C(=O)NCc2ccccc2)c1	8.6%[46.1 µM]	-10.0%	4.9%	-0.9%	/	4.2%	/
NC(=O)c1c(-c2ccccc2)oc2ccc(O)cc12	-6.6%[46.1 µM]	-16.9%	11.4%	-11.1%	3.9%	12.8%	0.5%[38.3 µM]
O=C(/C=C/c1cccc(Cl)c1)Nc1ncccn1	5.8%	?	2.1%	-1.0%	2.5%	-0.8%	-6.0%
Cc1ccc(C)c(S(=O)(=O)NC(Cc2c[nH]c3ccccc23)C(=O)O)c1 (stereo not given)	25.7%	/	5.0%	-1.1%	-0.4%	0.0%	3.4%
Cc1ccc(C)c(NC(=O)CN(C)C(=O)c2cc3ccccc3o2)c1	4.0%	/	12.0%	-2.1%	-0.4%	-4.7%	3.7%
O=[N+]([O-])c1ccc2ccn(C3OCC(O)C(O)C3O)c2c1 (stereo not given)	11.9%	-12.5%[46 µM]	0.5%	-3.8%	4.0%	1.7%	-0.1%
COc1ccc2c(c1)[nH]c(=O)c1sc3ccccc3c12	?	12.4%	16.9%	5.8%	0.3%	1.8%	?
CC(C)(C)NC(=O)CSc1nc2ccc(NC(=O)CSc3nnc(N)s3)cc2s1	19.2%	?	1.4%	-1.9%	-1.6%	-5.0%	-0.8%
O=C(Cn1cnc2ccccc2c1=O)c1c[nH]c2ccccc12	-20.0%[46.1 µM]	?	4.0%	-1.1%	2.4%	7.4%	-18.4%[38.3 µM]
CN(C)CCNc1ncnc2ccccc12	2.4%[46.1 µM]	-13.3%	3.2%	0.0%	-0.9%	3.1%	7.5%[38.3 µM]
CNC(=S)N1CCC(NC(=O)C23CC4CC(CC(C4)C2)C3)CC1	4.9%	-2.5%[46 µM]	10.9%	-1.0%	-1.4%	4.4%	5.9%
OC(COc1ccccc1)CN1C2=NCCCN2c2ccccc21 (stereo not given)	0.0%[46.1 µM]	5.3%	-2.8%	0.0%	-3.0%	4.6%	4.5%[38.3 µM]
NS(=O)(=O)c1ccc(CCNC(=O)CSc2cccs2)cc1	-1.2%	2.4%[46 µM]	2.5%	1.1%	1.4%	3.8%	4.0%
O=C(COc1ccccc1C(=O)Nc1ccccc1)c1ccc(F)cc1	-53.9%	/	-2.3%	2.4%	-1.6%	16.7%	10.5%
COc1cc(NC(=O)c2ccc3c(c2)OCCO3)ccc1NC(=O)c1cccs1	-13.9%	2.4%[46 µM]	5.0%	0.0%	-4.6%	0.5%	12.3%
CCOC(=O)c1c(C)nc2sc(C(N)=O)c(N)c2c1-c1ccc(OC)cc1	-23.0%[46.1 µM]	3.2%	-3.6%	5.6%	-4.5%	7.2%	-9.3%[38.3 µM]
CC1CCCC(C)N1C(=O)COc1ccc(C(=O)N/N=C/c2ccc(C(=O)O)cc2)cc1 (stereo not given)	4.3%	1.3%[46 µM]	3.9%	1.1%	-1.0%	3.3%	4.6%
CC(C(=O)NCCCN1CCOCC1)n1cccc1C(=O)c1ccccc1 (stereo not given)	9.4%[46.1 µM]	0.7%	1.7%	0.0%	1.7%	-2.6%	8.6%
O=C(NCc1ccccc1)C1=C[C@H](c2csc3ccccc23)C[C@H](OCCCCO)O1	45.0%	/	0.5%	-3.0%	/	-3.6%	0.2%
CCOC(=O)CSC(CC)C(=O)Nc1nnc(C(C)C)s1 (stereo not given)	2.1%[46.1 µM]	-1.9%	-9.6%	1.0%	-0.2%	-4.6%	7.2%
O=C1CC(N2CCN(c3ccccc3Cl)CC2)C(=O)N1c1cccc(F)c1 (stereo not given)	-12.8%[46.1 µM]	-7.5%	-7.0%	-4.8%	0.4%	1.1%	21.6%[38.3 µM]
CCCCCC(=O)NC(=S)Nc1ccc(N2CCOCC2)cc1	-44.9%	-3.1%	-0.6%	-1.0%	-1.4%	-4.4%	10.2%
Cc1cc(C)cc(NC(=O)C/C(N)=N/O)c1	-15.6%[46.1 µM]	17.3%	-3.7%	-1.2%	-1.5%	2.0%	9.0%[38.3 µM]
Cc1cc(C)n2nc(SCC(=O)Nc3c(C)n(C)n(-c4ccccc4)c3=O)nc2n1	-8.6%[46.1 µM]	16.4%	-7.4%	-2.2%	9.1%	16.9%	-24.4%[38.3 µM]
Cc1ccccc1CSc1nccn1-c1ccccc1	-11.0%[46.1 µM]	-1.5%	1.6%	0.8%	-2.1%	-22.2%	4.1%[38.3 µM]
Cc1ccc(NC2=CC(=O)CC(c3ccc(Cl)cc3)C2)cc1 (stereo not given)	-10.2%	-13.4%	-5.9%	3.2%	1.4%	2.9%	-7.4%
O=C(Cc1ccccc1)c1nnc(-c2ccccc2)o1	-6.5%	/	-12.0%	-2.7%	-3.8%	10.9%	6.4%
C#CCOCCOCCOCCNc1nc(N2CCN(C(=O)[C@H]([C@@H](C)CC)n3cc([C@@H](N)Cc4ccc(O)cc4)nn3)CC2)nc(N2CCN(C(=O)[C@H](Cc3ccc(O)cc3)n3cc([C@@H](N)C(C)CC)nn3)CC2)n1 (stereo not given in full)	-11.8%	/	8.4%	1.5%	/	11.4%	-3.8%
COc1ccc(OC)c(S(=O)(=O)N2CCC(C(=O)Nc3ccc(C)c(C)c3)CC2)c1	-15.0%[46.1 µM]	-1.7%	-2.0%	-0.9%	-2.8%	-0.9%	5.7%[38.3 µM]
Cc1c(C=O)c(Cl)n(C)c(=O)c1C#N	4.3%	17.6%[9.22 µM]	8.3%	0.2%	-10.7%	0.1%	0.3%
CCCCC1CCC(c2nc(-c3cccnc3)no2)CC1 (stereo not given)	-3.1%[7.67 µM]	-12.6%	-5.6%	2.8%	3.3%	-8.5%	-0.1%[38.3 µM]
CCN1C(=O)c2ccc(C(=O)NCc3ccc4c(c3)OCO4)cc2C1=O	9.2%	-0.9%	-1.0%	-1.0%	-0.5%	-6.8%	9.3%

Arranged by value in LMNA splice mod (descending): five from the list above
Molecule	NPSR antag	LMNA splice mod	GLA spleen mod	Epigenetic derep	CBFb RUNX1 block	IMPase Li inh
Cc1cc(C)cc(NC(=O)C/C(N)=N/O)c1	-15.6%[46.1 µM]	17.3%	-3.7%	-1.2%	2.0%	9.0%[38.3 µM]
CC(C(=O)NCCCN1CCOCC1)n1cccc1C(=O)c1ccccc1 (stereo not given)	9.4%[46.1 µM]	0.7%	1.7%	0.0%	-2.6%	8.6%
O=[N+]([O-])c1ccccc1S(=O)(=O)N1CCCCC1	12.0%	-4.1%	4.2%	-1.1%	-8.7%	-2.1%
Cc1ccc(NC2=CC(=O)CC(c3ccc(Cl)cc3)C2)cc1 (stereo not given)	-10.2%	-13.4%	-5.9%	3.2%	2.9%	-7.4%
Cc1ccc(Cn2c(SCC(=O)N3CC(=O)Nc4ccccc43)nc3ccccc3c2=O)cc1	?	-24.1%	-4.9%	0.9%	-3.1%	/

(further entries)
SMILES	NPSR antag	LMNA splice mod	GLA spleen mod	Epigenetic derep	KinaseGlo FLuc	CBFb RUNX1 block	IMPase Li inh
CC(=O)C(Sc1nnnn1-c1ccccc1)C(C)=O	-17.7%	/	5.1%	-0.1%	/	2.2%	/
C/C(CC(=O)Nc1cc(Cl)ccc1Cl)=N\NC(N)=S	2.8%[46.1 µM]	?	-12.3%	-3.4%	-0.4%	-2.5%	-4.2%[38.3 µM]
C=CCOC(=O)C1=C(C)NC(=O)NC1c1ccc(Cl)cc1 (stereo not given)	-1.9%[46.1 µM]	-1.8%	-3.3%	-0.4%	14.8%	1.2%	-2.3%[38.3 µM]
C#CC(C)(C)NC(=O)c1ccc(-c2ccccc2F)cc1	4.4%	/	-2.8%	-0.7%	/	3.4%	/
O=C(COC(=O)c1ccc(NS(=O)(=O)c2cccs2)cc1)NCc1ccco1	-13.6%	/	2.0%	-1.1%	/	?	/
Cc1cnc(C(=O)Nc2cccc3cccnc23)cn1	-10.8%[46.1 µM]	-1.7%	-1.9%	13.3%	-6.2%	5.7%	-0.9%[38.3 µM]
CCn1c(CNC(=O)c2ccccc2F)nnc1SCCOc1ccccc1	6.9%	-11.9%[46 µM]	-3.0%	-0.6%	1.5%	15.1%	5.7%
Cc1noc(C)c1C(=O)N1CCC2(CCN(Cc3nccs3)CC2)CC1	/	/	-3.5%	/	0.2%	/	11.4%

Nothing new here: an excerpt of the list.
SMILES	NPSR antag	LMNA splice mod	GLA spleen mod	Epigenetic derep	KinaseGlo FLuc	CBFb RUNX1 block	IMPase Li inh
C=CCOC(=O)C1=C(C)NC(=O)NC1c1ccc(Cl)cc1 (stereo not given)	-1.9%[46.1 µM]	-1.8%	-3.3%	-0.4%	14.8%	1.2%	-2.3%[38.3 µM]
C#CC(C)(C)NC(=O)c1ccc(-c2ccccc2F)cc1	4.4%	/	-2.8%	-0.7%	/	3.4%	/

An excerpt, so the mix of outcomes need not match the whole.
